Bioassay records (PubChem)
E coli Lon inh: inhibitors of E. coli Lon protease, primary screen, biochemical, fluorescence polarization; purified E. coli Lon protease; AID 602123, 2011; actives 0.42% (n = 360,000); inhibition, % at 7.94 µM; P0A9M0; in the data active means inhibition above about 13%, passing the limit was not always enough;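 further: 0% = enzyme with probe and DMSO and 100% = no enzyme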
Rin1-Abl PPI inh: inhibitors of Rin1-Abl protein binding, primary screen, biochemical, TR-FRET. AID 588664, 2011. actives 0.4% (n = 360,000). inhibition, % at 7.35 µM; in the data active means inhibition above about 5%, passing the limit was not always enough
CSN inh: inhibitors of CSN-mediated cullin deneddylation, primary screen, biochemical, fluorescence polarization, uHTS; actives 0.38% (n = 360,000); COP9 signalosome complex subunit 5 (Homo sapiens), Q92905; inhibition, % at 12.5 µM; Purified CSN, SCF-Nedd8-OG deneddylation;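 active means pattern-corrected inhibition above about 35%, with an unprinted fluorescence ratio check between 0.5 and 1.5, limit read from the data, passing the limit was not always enough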;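 further: 0% = enzyme with substrate and 100% = substrate without enzyme; some results filed as inactive read as strong as hits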
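Schedule: reaction 90 min, room temperature / Assay system: HEK293T-derived human Csn5 enzyme / Input: Csn5 at 0.24 nM final / Measure: inhibition of Csn5 cleavage, % / Control set: substrate-only high control, full reaction low control / Technique: fluorescence polarization of the substrate / Buffer or medium: Tris/NaCl/DTT buffer, pH 7.5 / Reagent: SCFSkp2-Nedd8OG substrate at 10 nM final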
Rpn11 block: Rpn11 (PSMD14) deubiquitinase inhibitors, primary screen, biochemical, fluorescence polarization, uHTS; 26S proteasome non-ATPase regulatory subunit 14 (Homo sapiens), O00487; human 26S proteasome, Ub4-pepOG fluorescence polarization; 20S core pre-blocked with epoxomicin; calls only at 20 µM; actives 0.59% (n = 360,000);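 active means inhibition at 20 µM, scaled to each plate's controls, above about 33%, limit read from the data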
Target sequence (O00487 whole entry, looked up): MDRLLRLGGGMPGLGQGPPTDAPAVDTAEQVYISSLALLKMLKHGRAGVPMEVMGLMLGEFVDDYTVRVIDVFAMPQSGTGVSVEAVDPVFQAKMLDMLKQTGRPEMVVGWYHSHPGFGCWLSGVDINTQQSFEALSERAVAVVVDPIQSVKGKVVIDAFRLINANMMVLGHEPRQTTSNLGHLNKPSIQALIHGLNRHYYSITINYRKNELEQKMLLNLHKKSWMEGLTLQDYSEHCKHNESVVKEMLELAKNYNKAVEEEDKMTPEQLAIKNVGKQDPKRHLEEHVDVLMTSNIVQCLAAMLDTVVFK
MsrA inh: bovine MsrA enzyme inhibitors, primary screen, biochemical, absorbance, HTS; Methionine sulfoxide reductase A (Bos taurus); purified bovine MsrA, absorbance read-out; inhibition, % at 15.5 µM; actives 0.75% (n = 360,000); in the data active means inhibition above about 4.5%;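 further: 0% = vehicle wells with enzyme and 100% = reference inhibitor wells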
FAS-TE inh: FAS thioesterase domain inhibitors, primary screen, biochemical, fluorescence intensity, uHTS; AID 602261, 2012; Fatty acid synthase (Homo sapiens), P49327; recombinant FAS-TE, OMFH fluorogenic substrate, fluorescence endpoint; actives 0.67% (n = 360,000); inhibition, % at 15 µM;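 active means compounds whose normalised, plate-corrected inhibition of enzyme fluorescence in the single-dose primary screen is 50% or more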;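 further: 0% = DMSO with enzyme and 100% = substrate without enzyme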
MT1-MMP act inh: blockers of MT1-MMP proenzyme processing, primary screen, HT1080 RFP-PRO-GFP cells, GFP/RFP fluorescence. Matrix metalloproteinase-14 (Homo sapiens), P50281. GFP/RFP ratio fluorescence, overnight; percent of plate control window, DMSO zero. GFP/RFP ratio change, % at 20 µM. actives 0.061% (n = 360,000);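 active means GFP/RFP ratio change of at least 30% with cell ATP level not reduced by more than half and red fluorescence within 50% of control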; further: strong numbers were not always called active
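Test system: HT1080 cells expressing an RFP-PRO-GFP fluorescent reporter construct / Compound dosing: single-point 20 µM compound, 1% DMSO / Schedule: cells overnight before dosing, compound overnight, 37 °C, 5% CO2 / Evaluation: GFP/RFP fluorescence ratio / Control set: DMSO and RFP-L50D-GFP cell wells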
MsrA act: bovine MsrA enzyme activators, primary screen, biochemical, absorbance, HTS. Methionine sulfoxide reductase A (Bos taurus). purified bovine MsrA, absorbance read-out. activation, % at 10.6 µM. actives 0.3% (n = 360,000). AID 602163, 2012; in the data active means activation above about 7.5%;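 further: 0% = vehicle and 100% = reference activator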
PABP1 MLLE inh: inhibitors of PABP1 MLLE–PAM2 peptide binding, primary screen, biochemical, fluorescence polarization, FITC-PAM2, GST-MLLE | Polyadenylate-binding protein 1 (Homo sapiens), P11940 | inhibition, % at 20 µM | actives 0.36% (n = 360,000) | AID 588489, 2011; in the data active means inhibition above about 35%, passing the limit was not always enough;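 further: plate controls were DMSO wells with GST-MLLE for no effect and wells lacking GST-MLLE protein for full effect; some results filed as inactive read as strong as hits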
Target sequence (P11940 whole entry, looked up): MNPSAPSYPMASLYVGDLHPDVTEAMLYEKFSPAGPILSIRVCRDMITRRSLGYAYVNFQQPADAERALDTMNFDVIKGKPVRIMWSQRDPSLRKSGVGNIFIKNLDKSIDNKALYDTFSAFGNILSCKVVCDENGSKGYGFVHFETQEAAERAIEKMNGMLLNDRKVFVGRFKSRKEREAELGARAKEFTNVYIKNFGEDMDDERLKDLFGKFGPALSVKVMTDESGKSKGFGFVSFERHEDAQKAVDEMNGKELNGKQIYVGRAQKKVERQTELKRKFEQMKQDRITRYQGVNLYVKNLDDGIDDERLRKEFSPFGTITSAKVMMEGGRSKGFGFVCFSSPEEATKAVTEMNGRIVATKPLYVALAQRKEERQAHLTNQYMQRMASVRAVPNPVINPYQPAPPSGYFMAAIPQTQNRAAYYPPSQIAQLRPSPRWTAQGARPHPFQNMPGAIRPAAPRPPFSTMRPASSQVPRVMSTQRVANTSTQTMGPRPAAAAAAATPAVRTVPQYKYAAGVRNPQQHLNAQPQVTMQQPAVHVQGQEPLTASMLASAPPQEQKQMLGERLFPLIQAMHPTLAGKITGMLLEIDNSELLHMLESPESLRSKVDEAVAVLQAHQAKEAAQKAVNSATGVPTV
The depositor's hits bear a star; i = inactive; x = not tested or not shown.

Start of the data: the first two records (preview)
SMILES	E coli Lon inh	Rin1-Abl PPI inh	CSN inh	Rpn11 block	MsrA inh	FAS-TE inh	MT1-MMP act inh	MsrA act	PABP1 MLLE inh
N#CC1(c2nc3ccccc3[nH]2)CC1c1ccc2c(c1)OCO2 (stereo not given)	-8	0	7	i	-0.2	1	-2	-2	-2
Cc1cccc(C(=O)NC2CCN(S(=O)(=O)c3ccccc3)CC2)c1	2	3	-3	i	0.7	-2	-3	-9	-4

Results, previewed entries included:
SMILES	E coli Lon inh	Rin1-Abl PPI inh	CSN inh	Rpn11 block	MsrA inh	FAS-TE inh	MT1-MMP act inh	MsrA act	PABP1 MLLE inh
N#CC1(c2nc3ccccc3[nH]2)CC1c1ccc2c(c1)OCO2 (stereo not given)	-8	0	7	i	-0.2	1	-2	-2	-2
Cc1cccc(C(=O)NC2CCN(S(=O)(=O)c3ccccc3)CC2)c1	2	3	-3	i	0.7	-2	-3	-9	-4
O=C(NC1CC1)C1=C[C@@H](C2CC2)C[C@@H](OCc2ccc(CO)cc2)O1	-1	4	102	i	1.0	-7	x	0	-6
CCNC(=S)N1CCn2c(nc3ccccc32)C1	-15	-1	1	i	-1.3	-8	-11	1	-140
Cc1ccc(C)c(-c2csc(N/N=C/c3ccco3)n2)c1	4	5	-6	i	1.0	-2	2	-6	8
COc1ccc2c(c1)CCc1c(C(=O)NC3CCCCC3)noc1-2	-6	-1	3	i	0.5	21	-4	-1	18
CCCCN(CC)CCCNC(=O)Cn1nc(Cc2ccncc2)c2ccccc2c1=O	6	-2	-6	i	-0.7	-6	0	-3	1
Fc1ccccc1-c1n[nH]c(=S)n1C1CC1	-4	2	3	i	-0.4	-2	-3	2	25
COc1ccc(N2CC(C(=O)N3CCCC(C)C3)CC2=O)cc1 (stereo not given)	-3	-2	2	i	-0.1	-4	0	-2	-2
Cc1cc(C)c2nc(N3CCCC(C(=O)NCCCN4CCOCC4)C3)sc2c1 (stereo not given)	-12	6	-2	i	2.3	-4	5	4	-6
COC(=O)CCc1nc2cc(Cl)ccc2n(Cc2ccccc2)c1=O	-4	0	4	i	-0.6	11	-1	-2	2
CCOC(=O)C1(CCOC)CCN(Cc2ccc(C(=O)OC)cc2)CC1	6	-1	-4	i	1.3	-4	-3	-2	-3
CCOc1cc(S(=O)(=O)NCC2OCCc3ccccc32)c(OCC)cc1-n1cnnn1 (stereo not given)	6	0	1	i	1.1	8	1	0	5
Cc1ccc(CSCC(=O)NCc2ccco2)cc1	1	-2	-6	i	-1.1	-4	1	0	15
CCCCCc1c(-c2ccccc2F)ncn1CCc1ccccc1OC	6	x	2	x	3.0	27	-8	1	x
CC(=O)N(c1ccc2oc(=O)sc2c1)S(=O)(=O)c1cccs1	3	2	-1	i	-0.8	-6	9	6	29
Cc1cc(NC(=O)c2cccs2)ncc1NC(=O)C(C)C	3	-3	-2	i	-0.1	-4	1	-1	11
O=C(/C=C\c1ccco1)NC(=S)Nc1ccccc1O	-12	0	9	i	2.9	0	-1	-4	0
O=C(COC(=O)c1cc([N+](=O)[O-])ccc1N1CCOCC1)Nc1cccc(F)c1	-11	-1	-1	i	2.2	90*	x	-14	-7
COc1ccc(CSc2nc(C)cc(C)c2S(C)(=O)=O)cc1	7	0	0	i	2.9	13	5	-2	-13
CCOc1ccc(N(CC(=O)NCc2ccc(OC)cc2)S(C)(=O)=O)cc1	-14	1	1	i	0.1	-1	1	-1	13
CCN(Cc1ccc2c(c1)OCCO2)C(=O)CN1C(=O)NC2(CCCCC2)C1=O	5	5	0	i	0.2	-1	-1	-1	-4
CCOC(=O)C1(O)CC(C)=NN1C(=O)c1cccc(Cl)c1 (stereo not given)	0	-5	-13	i	0.1	-9	-2	-3	-9
COc1ccc(C(C)=NNS(=O)(=O)c2ccc(C)cc2)cc1OC	-11	2	0	i	-0.5	-7	0	0	17
CCCN(CCC)C(=O)C1CC(=O)OC12CCOC(C)(C)C2 (stereo not given)	-3	3	-1	i	0.0	-13	1	-2	3
COc1ccc(C2/C=C\CN(S(=O)(=O)c3cccc4cccnc34)CC(=O)N2Cc2ccc(F)cc2)cc1 (stereo not given)	-7	1	-2	i	0.0	16	-7	-3	3
CCn1c(SCC(=O)Nc2ccc3c(c2)OCO3)nc2c(c1=O)SC(C)C2 (stereo not given)	0	1	-1	i	1.1	-2	2	-3	8
CCn1c(SCc2ccccc2)nc2c(c1=O)SCC2	3	-1	1	i	1.6	9	1	-8	3
O=C(Cc1nc(-c2cnccn2)no1)NNC(=O)Nc1ccccc1	-9	-3	0	i	0.1	-4	1	-1	0
CN1CCC[C@H]1CCNC(=O)c1c(-c2ccsc2)sc2ccccc12	11	4	-3	i	1.0	-1	9	-8	-11
COc1ccccc1C(=O)NC1CC(C)(C)NC(C)(C)C1	-5	0	-3	i	-0.8	-5	1	-2	14
CS(=O)(=O)c1ccc(NCCc2ccc(S(N)(=O)=O)cc2)c([N+](=O)[O-])c1	-8	-2	7	i	-0.3	-4	x	-2	6
NNC(=O)CCN1CCN(C(c2ccccc2)c2ccccc2)CC1	20	-2	9	i	-0.4	-4	-8	1	-10
CCOC(=O)c1ccc(N2C(=O)[C@@H](c3ccccc3)[C@H]2c2ccccc2)cc1	-9	-2	5	i	2.0	31	-1	1	1
COc1cccc(/C=N/n2c(N)nc3ccccc32)c1OC	-2	0	-1	i	-0.2	-6	4	-2	0
O=S(=O)(Nc1cccc(CO)c1)c1cccs1	4	-5	-3	i	0.2	-5	1	-2	0
COc1ccc(S(=O)(=O)N2CCCOC2CNC(=O)C(=O)NCCc2ccco2)cc1OC (stereo not given)	-17	-1	4	i	-2.3	-3	-1	-1	-5
Cc1ccc(N(CC(=O)NC(C)C)C(=O)CCC(=O)Nc2ccccn2)c(C)c1	-15	-4	0	i	1.5	-3	-3	2	-6
CN1/C(=C\C(=O)COC(=O)CN2C(=O)C3CC=CCC3C2=O)C(C)(C)c2ccccc21 (stereo not given)	-1	0	6	i	3.3	6	6	1	-9
O=C(Cc1cccc(C(F)(F)F)c1)NCc1cccnc1	-3	1	0	i	0.5	-3	0	-1	11

Single values from the results shown.
E coli Lon inh, CCn1c(SCC(=O)Nc2ccc3c(c2)OCO3)nc2c(c1=O)SC(C)C2 (stereo not given) → 0
PABP1 MLLE inh, CS(=O)(=O)c1ccc(NCCc2ccc(S(N)(=O)=O)cc2)c([N+](=O)[O-])c1 → 6

(cont.)
SMILES	E coli Lon inh	Rin1-Abl PPI inh	CSN inh	Rpn11 block	MsrA inh	FAS-TE inh	MT1-MMP act inh	MsrA act	PABP1 MLLE inh
CC(C(=O)OCC(=O)NC1CCCCC1)N1C(=O)c2ccccc2C1=O (stereo not given)	-21	1	2	i	0.2	2	-4	-3	0
CCOC(=O)N1C(=O)C2(CCCCC2)N(c2ccccc2Cl)C1=S	1	2	0	i	-1.7	0	2	-2	-13
COc1ccc(C(=O)NCc2ccccn2)cc1[N+](=O)[O-]	-8	-1	-1	i	1.4	1	1	-4	-2
COc1ccc(CCNC(=O)CN2c3cccc4cccc(c34)S2(=O)=O)cc1	-1	-1	-4	i	0.3	2	0	-1	3
Oc1ccccc1-c1nc(NCC2CCCO2)c2ccccc2n1 (stereo not given)	7	-1	0	i	-0.3	24	1	2	3
C=CCn1cc(C(=O)NCCCOCC)c(=O)c2cc(S(=O)(=O)N(CC)CC)ccc21	-8	-3	7	i	1.0	-9	0	-6	9
C[C@@]12C(=O)Nc3cc(F)ccc3C(=O)N1[C@H]1c3cc(Br)ccc3OC[C@@H]1[C@@H]2c1ccccc1	3	2	-4	i	0.3	80*	-13	-1	21
Cn1c(SCc2nnc3n2CCCCC3)nc2ccccc21	4	1	7	i	0.2	-8	0	-1	-7
O=C(CSc1nncs1)Nc1ccc2[nH]c(=O)[nH]c2c1	-2	2	3	i	-0.4	-7	-6	-4	-11
Nc1n[nH]c(CCCO)n1	-8	-4	-14	i	-1.2	-6	5	0	21
Cc1cc2[nH]c(=O)c(=O)[nH]c2cc1S(=O)(=O)NCc1ccccc1	8	1	0	i	2.8	-4	1	0	-5
CCCS(=O)(=O)NC(=O)C1(C)CCN(C(=O)c2ccc(SC(F)(F)F)cc2)C1 (stereo not given)	-6	-2	3	i	-0.7	-9	1	-3	4
COc1ccc(NC(=O)C2(C)Cc3c(-c4ccc(N(C)C)cc4)ccnc3O2)cc1 (stereo not given)	-19	-5	-2	i	-0.5	16	-2	-2	4
C=CCn1c(=NC(=O)CN2C(=O)CCC2=O)sc2cccc(OC)c21	-3	1	1	i	-0.3	-8	1	0	-3
CN1CCN(C(=O)c2cc(S(=O)(=O)Nc3ccccc3F)c(Cl)cc2Cl)CC1	1	-1	1	i	0.7	-2	0	-1	-3
CCN(C)C1CN(Cc2cn(Cc3ccccc3)nn2)S(=O)(=O)C1 (stereo not given)	-4	x	-5	x	-0.4	-12	0	-2	x
Cn1c(=O)c2c(nc(SCCN3CCOCC3)n2Cc2cccc3ccccc23)n(C)c1=O	-2	-4	-2	i	0.8	6	-2	1	-132
COc1ccc(C(=O)NC2CC3CCCC(C2)N3Cc2ccccc2)c(OC)c1 (stereo not given)	-3	-1	-7	i	0.2	-6	-2	-1	-5
COc1ccc(NS(=O)(=O)c2cccc(C(=O)N3CCN(Cc4ccc5c(c4)OCO5)CC3)c2)cc1	-7	-2	-2	i	0.6	3	-1	-1	24
O=C(CCCn1c(=S)[nH]c2cc3c(cc2c1=O)OCO3)N1CCc2ccccc2C1	-6	2	-3	i	-0.1	7	-1	1	-24
COc1ccc(OCC(=O)Nc2ccccc2N2CCCCC2)cc1	8	-1	-2	i	-0.2	25	-9	-5	-1
Cc1ccsc1C(=O)OCC(=O)NCCC1=CCCCC1	0	2	-1	i	0.3	-1	4	-3	12
Nc1nc(-c2nonc2N)no1	-2	-4	4	i	0.1	-1	1	-2	6
CC(C)(O)C#Cc1ccc(C(=O)N2CCN(c3ccc(Cl)cc3)CC2)cc1	-7	3	-13	i	0.9	-2	4	1	13
O=C(NCC(c1ccco1)N1CCCCC1)c1cnc(Cl)c(Cl)c1 (stereo not given)	7	4	1	i	-1.1	5	1	-9	-7
CCOCCCNC(=O)/C(C#N)=C/c1ccc(Cl)c([N+](=O)[O-])c1	-1	2	8	i	-0.5	49	-1	1	18
COC(=O)c1c([N+](=O)[O-])c(OC)c(OC)c(OC)c1[N+](=O)[O-]	7	2	-2	i	1.7	5	0	-4	3
CC(=O)c1ccc(N2CCN(S(=O)(=O)c3ccc(-c4cc(C)no4)s3)CC2)cc1	3	-1	-1	i	-0.3	-2	2	1	5
